# Screens as filed in PubChem.
# NSD2 inh: inhibitors of human histone methyltransferase NSD2 | inhibition, % at 12.5 µM | NSD2 peptide methylation, AlphaScreen, 120 min | hit rate 0.54% among 310,000; in the data active = inhibition above about 50%
# Target sequence (O96028 whole entry, looked up): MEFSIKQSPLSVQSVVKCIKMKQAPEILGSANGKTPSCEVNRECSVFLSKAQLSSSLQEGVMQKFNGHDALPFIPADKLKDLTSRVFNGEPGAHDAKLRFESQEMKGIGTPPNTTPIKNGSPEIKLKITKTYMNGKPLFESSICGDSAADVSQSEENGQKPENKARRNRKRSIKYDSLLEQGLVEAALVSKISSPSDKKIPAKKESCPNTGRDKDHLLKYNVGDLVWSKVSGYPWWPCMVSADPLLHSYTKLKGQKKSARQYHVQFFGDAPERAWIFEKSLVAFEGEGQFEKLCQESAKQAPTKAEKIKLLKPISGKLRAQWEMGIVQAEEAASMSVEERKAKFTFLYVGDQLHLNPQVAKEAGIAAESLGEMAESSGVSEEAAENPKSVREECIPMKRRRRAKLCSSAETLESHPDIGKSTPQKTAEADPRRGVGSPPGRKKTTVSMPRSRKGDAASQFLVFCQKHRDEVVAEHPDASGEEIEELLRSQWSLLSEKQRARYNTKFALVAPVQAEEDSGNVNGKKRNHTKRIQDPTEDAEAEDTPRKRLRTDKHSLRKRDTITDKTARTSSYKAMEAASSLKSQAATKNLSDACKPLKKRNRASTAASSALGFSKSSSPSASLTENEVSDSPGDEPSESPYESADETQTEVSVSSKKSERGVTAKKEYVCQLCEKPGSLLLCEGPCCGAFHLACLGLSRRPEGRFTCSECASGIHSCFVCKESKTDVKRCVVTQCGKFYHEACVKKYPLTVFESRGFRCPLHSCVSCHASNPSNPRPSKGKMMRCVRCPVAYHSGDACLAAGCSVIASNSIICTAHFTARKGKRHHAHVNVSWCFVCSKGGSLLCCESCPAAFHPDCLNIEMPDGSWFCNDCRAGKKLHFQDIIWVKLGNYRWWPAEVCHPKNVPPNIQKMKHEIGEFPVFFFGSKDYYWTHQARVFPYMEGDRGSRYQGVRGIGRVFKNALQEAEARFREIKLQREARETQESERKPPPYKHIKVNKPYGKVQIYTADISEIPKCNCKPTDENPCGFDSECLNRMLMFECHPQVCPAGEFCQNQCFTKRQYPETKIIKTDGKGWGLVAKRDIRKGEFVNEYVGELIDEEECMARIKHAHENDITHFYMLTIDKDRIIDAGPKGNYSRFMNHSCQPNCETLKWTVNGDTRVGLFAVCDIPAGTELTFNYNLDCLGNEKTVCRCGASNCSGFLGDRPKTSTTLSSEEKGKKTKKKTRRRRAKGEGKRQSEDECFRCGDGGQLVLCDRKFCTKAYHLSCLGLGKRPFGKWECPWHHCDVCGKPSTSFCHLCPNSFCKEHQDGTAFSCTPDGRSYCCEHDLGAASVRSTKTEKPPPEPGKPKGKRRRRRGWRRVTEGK
# CAL PDZ FP-1: blocks peptide binding to human CAL PDZ domain; AID 504414; hit rate 0.02% among 330,000; purified CAL PDZ, TMR-peptide fluorescence polarization, 1 h; inhibition, % at 20 µM; Q9HD26;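 active = highest replicate inhibition of at least 40%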;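 also: plate controls were DMSO neutral control wells for no effect and unlabeled competitor peptide control wells for full effect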
#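 System: purified tagged CAL PDZ domain construct (CerCALP). Schedule: 1 h incubation at room temperature before polarization reading. Medium: 25 mM sodium phosphate pH 7.4, 150 mM NaCl, TCEP, IgG, Thesit. Read-out: percent inhibition from loss of millipolarization. Measured by: FP readout, S and P plane fluorescence. Probe or stimulus: fluorescent TMR peptide probe.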
# V-ATPase pH: yeast V-ATPase proton transport regulation by pHLuorin; S. cerevisiae, pHLuorin cytosolic pH fluorescence; response, % at 10 µM; hit rate 0.37% among 350,000; AID 504577; in the data active = response mostly above about 7.3%, no sharp cut-off; inactive = mostly below about 5.4%; also: actives read high; inactives centre near 0; some compounds called inactive have numbers as strong as hits; reference of the scale not given here
# Arr AP2 block: human beta-arrestin and AP2 interaction inhibition; FITC-arrestin peptide / GST-AP2 beads, flow cytometry; AP2 beta2 appendage carries R879A mutation; inhibition, % at 10 µM; hit rate 0.31% among 340,000;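 active = inhibition above a set limit, near 3 SD of compounds lacking own fluorescence, cut at about 54% in these data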;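 also: plate controls were DMSO wells for no effect and 5 µM unlabelled arrestin peptide for full effect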
#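 System: GST-AP2 R879A glutathione beads; medium: PBS, Tween 20 0.05%, BSA 0.1%; reagent: fluorescein-tagged arrestin peptide at 50 nM final; schedule: pre-incubation 12 min, peptide binding 1 h, room temperature; detection: flow cytometry, FL1 (488/535 nm); read-out: inhibition as reduced fluorescein signal on beads, percent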
# RTF Ca sens inh: cardiac RTF calcium desensitization. IANBD-labeled cardiac RTF, Ca2+ fluorescence. hit rate 0.12% among 340,000. inhibition, % at 7.15 µM. P19429+P45379. AID 493244;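 active = inhibition above the mean inhibition of all tested compounds plus 3 SD, cut at about 17% in these data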;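 also: assay run at fixed EC70 calcium of 1.6 mM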
# Keap1-Nrf2 PPI: disrupts human Keap1 binding to Nrf2 peptide; Keap1 Kelch-Nrf2 peptide fluorescence polarization, 1536-well; AID 504523; hit rate 0.15% among 340,000; inhibition, % at 9.4 µM; in the data active = inhibition above about 12%;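 also: human Keap1 Kelch domain with fluorescein labeled Nrf2 9mer peptide probe; 0% = neutral control wells and 100% = peptide positive control; higher means more block of Keap1 binding to Nrf2 peptide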
# DAGLB inh: diacylglycerol lipase beta (human) inhibition | hit rate 0.059% among 340,000 | inhibition, % at 5.17 µM | HEK293T DAGLB membrane lysate, EnzChek fluorogenic substrate | AID 504411 | Q8NCG7; in the data active = inhibition above about 34%;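 also: 0% = enzyme with vehicle and 100% = wells lacking enzyme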
# CAL PDZ FP-2: blocks peptide binding to the human CAL PDZ domain; Q9HD26; purified CAL PDZ, TMR-peptide fluorescence polarization, 1 h; inhibition, % at 24.9 µM; hit rate 0.92% among 300,000; AID 602252;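 active = mean inhibition of at least 30% with at least half of replicates also reaching 30%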;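 also: 0% = DMSO neutral control and 100% = excess unlabeled competitor peptide PRC23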
# LANA DNA inh: KSHV C-LANA DNA binding inhibition; AID 504423; inhibition, % at 9 µM; hit rate 0.078% among 340,000; MBP-C-LANA/FAM-LBS DNA binding, fluorescence polarization;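 active = highest replicate inhibition at or above 60% at 9 µM, even if other replicates fall short; inactive = all replicates below 60% inhibition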;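 also: 0% = neutral control wells and 100% = 4 µM acridine orange control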
# DSG3 Ab inh: human desmoglein-3 autoantibody binding inhibition | DSG3-coupled beads, scFv-anti-DSG3-GFP binding, flow cytometry; hits give low values | binding (percent of control), % at 10 µM | hit rate 0.48% among 310,000 | AID 588358;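 active = binding more than 3 SD below its plate's average and above zero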;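 also: hits lower antibody fragment binding to DSG3; some compounds called inactive have numbers as strong as hits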
# An asterisk follows results filed as active; · = no result given. The list is partial (hit frequency here may not be typical).
SMILES,NSD2 inh,CAL PDZ FP-1,V-ATPase pH,Arr AP2 block,RTF Ca sens inh,Keap1-Nrf2 PPI,DAGLB inh,CAL PDZ FP-2,LANA DNA inh,DSG3 Ab inh
CC(Nc1[nH]c(=O)n(C)c(=O)c1N=O)c1ccccc1 (configuration not stated),1,0.2,-4,23,3,-2,-1,-3,0.6,98
O=C(COC(=O)CNC(=O)c1ccccc1F)Nc1cccc(S(=O)(=O)N2CCCCCC2)c1,7,-0.4,-2,52,0,2,-1,0,-0.6,97
Cc1nn(-c2ccc(C(=O)O)cc2)c(N)c1-c1ccccc1,-1,·,3,33,3,-1,1,-3,1.3,113
COc1ccc(Cc2nnc(NC(=O)c3cccc([N+](=O)[O-])c3C)s2)cc1,1,-0.6,-1,7,-2,1,1,-4,1.2,94
COC(=O)C1C(O)=C(C=Nc2cccc3ccccc23)C(=O)CC1(C)C (configuration not stated),-7,-2.2,-4,-4,-3,-1,-2,60*,0.5,115
CCCCC(=O)Nc1cccc(C(=O)Nc2ccccc2C(=O)O)c1,1,-0.5,1,19,-8,0,1,-5,0.1,106
CCOc1ncccc1C(=O)Nc1ccc(S(=O)(=O)NC2=NCCCCC2)cc1,-2,-0.8,-5,-10,0,3,0,1,-0.8,102
CSCC(=O)N1CCCC(N2CCN(c3cccc(C(F)(F)F)c3)CC2)C1 (configuration not stated),2,-0.7,-3,-6,4,-1,2,-1,-4.4,111
OCCN(Cc1ccccc1)Cc1cccc(Cl)c1Cl,-7,-2.7,3,-1,1,1,-4,-3,-1.3,121
O=C(NNC(=O)c1ccccc1O)c1ccco1,-4,-0.2,-3,-4,-6,1,-1,-6,1.4,99
COc1ccc(N2C(=O)C3CC(C)=C(C)CC3C2=O)c(OC)c1 (configuration not stated),-1,-0.7,4,6,0,-2,1,-3,0.8,78
Cc1cc(C(=O)Nc2c(C)n(C)n(-c3ccccc3)c2=O)on1,·,0.2,3,-4,-4,-6,4,·,0.3,104
COC(=O)/C=C1/C(=O)N/C(=N\c2nc(C)cc(C)n2)N1c1ccc(OC)cc1,0,-2.1,1,-4,-4,-4,-1,2,-0.8,84
Cc1nc2ccc(S(=O)(=O)NCC(=O)N3CCOCC3)cc2s1,-9,-1.2,2,28,-8,-1,1,-3,0.5,106
COC(=O)CSc1nnc(-c2ccccn2)n1N,1,-0.6,-1,3,-2,-3,3,·,0.5,102
Cc1cc(C(=O)OCC(=O)Nc2c(Cl)cccc2Cl)c(C)o1,0,-0.2,-2,10,1,1,-2,-3,-0.1,123
CC1CCCCN1C(=O)COC(=O)c1ccc2ccccc2n1 (configuration not stated),-3,-0.7,1,-2,-10,-1,0,-1,-0.9,98
CCNC(=O)N(C)C[C@H]1N[C@@](CC)(C(=O)OC)[C@H]2C(=O)N(Cc3ccccc3)C(=O)[C@@H]12,·,0.6,3,-3,-3,-1,-1,-6,0.1,96
COc1ccc(Nc2oc(COc3cccc(C)c3)nc2C#N)cc1,1,-0.8,1,11,-7,1,-2,1,-2.2,·
Cc1cccc(C(=O)NC(=S)Nc2ccccc2C(F)(F)F)c1,-1,0.0,-2,2,-13,1,-17,-1,-1.4,99
Cc1cnc(C)c(N2CCC(C(=O)NCc3ccco3)CC2)n1,-1,-1.1,-4,8,-5,-2,-1,·,-0.9,98
Nc1nc(CN2CCN(C(c3ccccc3)c3ccccc3)CC2)nc(Nc2ccccc2)n1,1,-4.7,6,5,0,-2,1,·,15,104
Cc1ccc(CNc2cc(C(=O)O)ccc2Cl)s1,3,-1.5,1,-1,-5,-8,-1,·,0.2,98
Cc1cc(NS(=O)(=O)c2ccc(NC(=O)CCCOc3ccccc3C)cc2)nc(C)n1,11,-2.2,-1,-11,-3,-3,3,-7,-0.1,66
CCN(c1cccc(C)c1)S(=O)(=O)c1c(C)[nH]c(=O)[nH]c1=O,-2,0.1,2,4,0,1,2,-3,-0.1,98
CCCC(=O)NC(c1ccco1)c1c(O)ccc2ccccc12 (configuration not stated),7,-2.6,2,10,-7,2,0,·,-0.3,99
CCOC(=O)C1CCN(C(=O)CSc2ccc(Br)cc2)CC1,-6,-0.7,-2,-5,-2,-5,-2,-1,-0.6,105
CNc1nc(Cl)c(SC)c(NC2CCCCC2)n1,0,-2.2,·,0,5,2,-5,-3,-3.3,106
CCNC(=O)N1CCNC(=O)C1CC(=O)Nc1ccc(C(=O)OCC)cc1 (configuration not stated),-1,-0.9,0,-8,-10,2,1,-4,-1.2,·
COc1cccc(CN2CCNC(=O)C2CC(=O)NCc2cn3ccc(C)cc3n2)c1OC (configuration not stated),-2,-0.8,-5,6,-2,3,1,-18,-0.7,92
CCc1cc(=O)n2[nH]c(C)c(-c3ccc(OC)cc3)c2n1,1,-1.3,0,11,4,-5,-1,0,-1.3,117
CC(C)(C)OC(=O)N1CCC[C@H]1c1nnc(SCc2c(F)cccc2Cl)o1,-3,-1.8,-1,-1,-5,-1,-4,-4,3.0,·
Cc1cc(NC(=O)CSc2nc3ccccc3n2CCC#N)no1,-1,-1.7,·,11,13,-5,3,4,0.8,98
CC(=O)NS(=O)(=O)c1ccc(NC(=O)c2cccc(S(=O)(=O)N3CCc4ccccc43)c2)cc1,4,-1.4,1,-3,0,-2,2,3,-0.2,104
Cc1ccc(NC(=O)CN2C(=O)N/C(=C\c3cccnc3)C2=O)cc1,-3,0.3,4,37,-5,0,2,-4,1.1,99
CCCN1CCN(CCCNC(=O)c2ccccc2NC(=O)C2=C(C)OCCS2)CC1,6,-1.0,0,-1,5,-2,0,-2,1.8,100
O=C(NCC1CCCO1)C(=O)N/N=C/c1ccc(O)c(Cl)c1 (configuration not stated),-1,-0.3,7,1,-5,2,1,7,1.2,89
COc1cccc(C(=O)N(C)c2nnc(-c3ccncc3)s2)c1,0,-1.4,1,-1,-19,-5,-1,-5,0.3,107
Cn1c(SCc2nc(-c3ccccc3)no2)nnc1-c1cccs1,-1,-3.5,-2,2,-10,1,-1,-4,-0.3,108
CN(C)S(=O)(=O)c1ccc(C(=O)NCCOc2ccccc2)cc1,-3,-0.6,6,-1,3,-3,2,-1,-1.5,·
CC(C)Cc1cc(C(=O)N2CCC(N3CCC(C(=O)NC4CC4)CC3)CC2)n[nH]1,-2,-0.5,0,-1,5,1,-1,5,0.9,101
O=C1C(Cc2ccccc2)Nc2ncnc(N3CCN(c4ccccc4)CC3)c2N1Cc1ccccc1 (configuration not stated),·,-1.4,2,25,-9,-8,7,3,-1.3,105
Cc1ccc(S(=O)(=O)Nc2ccc(-n3cnnn3)cc2)c(C)c1,4,0.2,5,-3,-9,0,-2,4,0.2,·
O=C(CN1CCOCC1)N1CCN(c2ccc([N+](=O)[O-])cc2)CC1,-4,0.0,-6,-7,-1,-8,1,2,-3.0,104
C[C@@H]1CCC[C@]2(O[C@H](CCO)C[C@@H](O)[C@@H]2O)O1,·,-1.7,1,-5,-13,0,3,-34,-0.5,102
CC1(C)CC(=O)C(C=NCc2ccc3c(c2)OCO3)=C(O)C1,-1,0.7,-1,1,-5,-4,3,-6,1.3,113
CCc1ccc(CCC(=O)Nc2nnc(C)s2)o1,9,-1.5,0,0,-12,-3,-4,-4,0.9,101
CC1CCCCC1NC(=O)CN1C(=O)CSc2cc(S(=O)(=O)N3CCCCCC3)ccc21 (configuration not stated),-1,-0.6,-3,16,0,-2,-1,-5,-0.8,101
CC(C)(C)S(=O)(=O)c1nc2ccccc2s1,5,-2.4,-1,8,-2,1,-1,-1,-3.2,104
c1ccc(Cc2nn3c(-c4ccncc4)nnc3s2)cc1,1,-2.2,0,1,15,1,1,-2,0.7,103

# The final four compounds of the part above are carried over, then new ones follow.
SMILES,NSD2 inh,CAL PDZ FP-1,V-ATPase pH,Arr AP2 block,RTF Ca sens inh,Keap1-Nrf2 PPI,DAGLB inh,CAL PDZ FP-2,LANA DNA inh,DSG3 Ab inh
CCc1ccc(CCC(=O)Nc2nnc(C)s2)o1,9,-1.5,0,0,-12,-3,-4,-4,0.9,101
CC1CCCCC1NC(=O)CN1C(=O)CSc2cc(S(=O)(=O)N3CCCCCC3)ccc21 (configuration not stated),-1,-0.6,-3,16,0,-2,-1,-5,-0.8,101
CC(C)(C)S(=O)(=O)c1nc2ccccc2s1,5,-2.4,-1,8,-2,1,-1,-1,-3.2,104
c1ccc(Cc2nn3c(-c4ccncc4)nnc3s2)cc1,1,-2.2,0,1,15,1,1,-2,0.7,103
Cc1cccc(NC(=O)c2sc3ncn(CC(=O)N4CCN(c5ccccn5)CC4)c(=O)c3c2C)c1,-2,-0.4,0,1,-6,-1,0,4,0.9,86
CCc1nnc(NC(=O)CCC(=O)N2CCN(S(=O)(=O)c3cc(Cl)ccc3OC)CC2)s1,-3,-1.6,2,5,1,-6,4,-6,1.4,·
CN(c1cccc(NC(=O)CN(c2ccc(F)cc2)S(C)(=O)=O)c1)S(C)(=O)=O,-2,-1.6,5,22,-1,-2,1,-3,-1.0,96
CC(CC(=O)N1CCN(c2cccc(Cl)c2)CC1)S(=O)(=O)c1ccc2c(c1)NC(=O)CO2 (configuration not stated),0,-1.9,-3,24,-4,-1,2,-1,1.3,116
O=C(NC1CCCCCC1)C1CCN(S(=O)(=O)c2ccccc2)CC1,-4,·,4,14,-11,4,-2,-3,-1.4,103
CCCn1nc(NC(=O)C2CCCO2)c2cc3cc(C)ccc3nc21 (configuration not stated),-23,-1.3,-2,11,-10,4,0,0,-0.1,93
CCOc1nc(OCC)c2cnn(C)c2n1,-2,-0.5,-2,36,-7,-3,-2,0,0.1,92
O=C1N=C(N2CCCCC2)SC1=C1CCCC1,2,·,2,28,2,1,2,-4,-0.7,98
Cc1cccc(OCc2nnc(NC(=O)Cc3cccs3)s2)c1,0,0.8,2,31,5,-4,-3,·,-1.5,101
CC1CC(=O)c2ccccc2C1C (configuration not stated),-1,-0.7,1,13,-4,-6,0,-4,-0.7,129
O=C(O)c1ccccc1C(=O)c1ccc(N2CCOCC2)c([N+](=O)[O-])c1,0,0.6,0,-5,0,-1,1,1,-1.9,103
CCn1c(SCC#N)nc2ccccc2c1=O,1,-2.2,5,10,2,-1,0,-2,3.0,100
Cc1cc(=O)[nH]c(SCC(=O)N(CCC#N)c2ccccc2)c1C#N,-3,0.0,1,12,-7,-3,2,·,-1.1,99
COc1cc(C(=O)NCc2ccc3c(c2)cc(C)n3C)cc(OC)c1OC,2,-0.8,1,1,-7,-6,2,1,1.9,109
O=C(Nc1ccc(Cl)cc1-c1nc2ccccc2s1)c1ccco1,·,-1.6,2,24,2,1,-2,-4,0.9,77
COc1cc(/C=N/N2CCN(c3ccccc3OC)CC2)ccc1O,6,-2.5,-1,25,4,-2,3,0,2.5,·
